# Shn3 3UTR inh: reduction of Shn3 3'UTR firefly luciferase signal, primary screen, Schnurri-3 inhibitor project, cell-based, Clone20 osteoblasts, set 2; Clone20 osteoblast Shn3 3'UTR firefly luciferase, 24 h; inhibition, % at 12.5 µM; 360,000 compounds, 0.52% hits;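 active means mean inhibition of at least 75% with every replicate also reaching 75%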;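 further: 0% = median of neutral control wells and 100% = pilot-screen positive control compound; some compounds past the cut are filed as inactive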
# NR2E3 ag-1: NR2E3 agonists in two-hybrid cells, primary screen, cell-based, luminescence, CHO-S, Gal4-NCOR/VP16-NR2E3 | Photoreceptor-specific nuclear receptor (Homo sapiens), Q9Y5X4 | luciferase | inhibition of corepressor binding, % at 3.98 µM | 360,000 compounds, 0.35% hits | AID 602229, 2012;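 active means inhibition above the mean of all tested compounds plus 3 SD, cut at about 70% in these data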;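 further: 0% = DMSO with NR2E3 transfected cells and 100% = cells lacking NR2E3 construct; higher means lower luciferase signal from less NR2E3 corepressor binding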
# CaV13 ICDI inh: Primary screen for inhibitors of IQ motif and Ca2+-dependent inactivation inhibitor domain binding in CACNA1D, Förster resonance energy transfer in living cells, …; HEK cells, CFP/YFP FRET ICDI-IQ, plate reader, 10 min; percent FRET-ratio fall versus neutral wells; 340,000 compounds, 0.098% hits; AID 743397; inhibition, % at 12.3 µM;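 active means mean replicate inhibition of at least 30% and at least 1% of replicates passing that level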;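 further: 0% = median of the neutral control wells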
# NR2E3 ag-2: inhibitors of NR2E3-RetCOR corepressor binding, primary screen, NR2E3 agonist project, biochemical, TR-FRET, GST-NR2E3, biotin-RetCOR | 320,000 compounds, 0.12% hits | Photoreceptor-specific nuclear receptor (Homo sapiens), Q9Y5X4 | AID 2300, 2010 | inhibition of corepressor binding, % at 4.78 µM | 1536-well;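 active means percent inhibition above the cutoff of mean plus 3 SD of all tested compounds, set per screening campaign, cut at about 20% in these data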;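 further: 0% = DMSO wells and 100% = biotin wells as full block of FRET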
#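 System: GST-tagged NR2E3 plus biotinylated RetCOR corepressor; Buffer or medium: pH 7.5 Tris-based buffer; Probe or stimulus: RetCOR corepressor, biotinylated, 7 nM; Doses: compound at 4.8 µM, single dose; Schedule: 5 h incubation at 4 °C; Technique: time-resolved FRET; Evaluation: percent inhibition of TR-FRET ratio; Replication: one well per compound, singlicate testing.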
# H9c2 protect: cardioprotection against H2O2-induced cell death, primary screen, uHTS, H9c2 cells, ATPLite luminescence. protection from H2O2 cell death, % at 20 µM. AID 588492, 2011. 360,000 compounds, 0.63% hits. H9c2 cardiomyocytes, H2O2 injury protection, 2 h;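 active means compounds giving at least 50% protection of heart cells from peroxide-induced death in the single-dose screen, raw or plate-pattern-corrected value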;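 further: 0% = DMSO wells with peroxide and 100% = DMSO wells without peroxide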
# m5-HT2A agonist: mouse Htr2a agonists via beta-arrestin recruitment, primary screen, cell-based, luminescence | 5-hydroxytryptamine receptor 2A (Mus musculus), P35363 | CHO-K1 mHTR2A beta-arrestin complementation; percent of 30 µM serotonin response | activation, % at 7.6 µM | 360,000 compounds, 0.66% hits;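 active means activation above a run cutoff, the mean activation of all tested compounds plus 3 SD, cut at about 14% in these data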;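 further: 0% = plate median of compound wells and 100% = 30 µM serotonin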
# Target sequence (P35363 whole entry, looked up): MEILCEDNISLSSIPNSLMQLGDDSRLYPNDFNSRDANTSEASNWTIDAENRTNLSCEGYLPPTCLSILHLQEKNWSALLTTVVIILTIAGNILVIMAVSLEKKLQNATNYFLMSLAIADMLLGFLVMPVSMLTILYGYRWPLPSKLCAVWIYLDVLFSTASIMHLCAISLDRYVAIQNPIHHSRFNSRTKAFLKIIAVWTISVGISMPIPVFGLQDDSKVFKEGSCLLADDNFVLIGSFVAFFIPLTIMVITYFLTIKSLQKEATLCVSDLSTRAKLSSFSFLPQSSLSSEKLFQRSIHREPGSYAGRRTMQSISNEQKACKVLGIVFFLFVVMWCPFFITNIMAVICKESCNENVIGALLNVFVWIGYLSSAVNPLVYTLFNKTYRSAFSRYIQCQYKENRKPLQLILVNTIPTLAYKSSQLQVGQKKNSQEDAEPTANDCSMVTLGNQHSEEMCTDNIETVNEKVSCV
# hiPSC survival: enhancers of single-cell hiPSC survival, primary screen, ATPlite luminescence. 360,000 compounds, 0.044% hits. 100% = ROCK inhibitor wells, 0% = DMSO. AID 602274, 2012. survival enhancement, % at 20 µM; in the data active means survival enhancement above about 18%;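 further: cells exposed to compounds for 16 hours before the ATP read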
# PDI turbidity: inhibitors of human PDI, primary screen, biochemical, turbidity, single point, plate reader; Protein disulfide-isomerase (Homo sapiens), P07237; PDI insulin aggregation turbidity, A650, 90 min; AID 588391, 2011; inhibition, % at 10 µM; 350,000 compounds, 0.052% hits;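 active means mean inhibition across replicates of 30% or more, whatever share of single replicates reach that level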;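 further: absorbance from insulin aggregation driven by PDI reduction with DTT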
# Target sequence (P07237 whole entry, looked up): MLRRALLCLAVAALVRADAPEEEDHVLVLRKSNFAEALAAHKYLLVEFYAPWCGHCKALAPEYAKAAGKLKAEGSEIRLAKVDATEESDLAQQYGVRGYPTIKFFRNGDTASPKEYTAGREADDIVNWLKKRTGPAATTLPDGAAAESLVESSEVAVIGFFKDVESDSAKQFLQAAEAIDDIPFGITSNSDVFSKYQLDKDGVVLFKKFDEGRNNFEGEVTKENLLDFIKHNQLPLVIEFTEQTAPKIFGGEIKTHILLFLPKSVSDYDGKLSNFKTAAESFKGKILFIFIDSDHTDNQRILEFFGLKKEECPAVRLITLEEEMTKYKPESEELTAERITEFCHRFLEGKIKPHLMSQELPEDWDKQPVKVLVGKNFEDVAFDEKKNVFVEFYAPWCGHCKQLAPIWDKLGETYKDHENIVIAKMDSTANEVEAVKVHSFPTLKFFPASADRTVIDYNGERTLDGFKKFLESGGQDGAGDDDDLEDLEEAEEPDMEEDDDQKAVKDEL
# MITF TRPM1 inh: inhibitors of MITF-dependent TRPM1 promoter reporter, primary screen, cell-based, SK-MEL-5, single point, luciferase | AID 488899, 2010 | inhibition, % at 12.5 µM | 330,000 compounds, 0.83% hits | SK-MEL-5 TRPM1 promoter luciferase, 24 h;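 active means mean inhibition across replicates of 60% or more, whatever share of single replicates reaches that level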; further: values of inactives mirror those of a sister screen read the other way
# HIF-2a block: HIF-2a reporter inhibitors, primary screen, luminescence, 786-0 RCC cells; 360,000 compounds, 0.72% hits; AID 624352, 2012; inhibition, % at 18.8 µM; 786-0 RCC cells HIF-2a reporter, luciferase luminescence, overnight;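 active means inhibition of the luminescence signal of 40% or more relative to plate controls, in a single-dose primary screen at 18.75 µM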
# Peg3 promoter: Peg3 promoter-driven luciferase inhibitors, primary screen, cell-based, HeLa, luciferase luminescence; inhibition, % at 20 µM; 360,000 compounds, 1.7% hits; HeLa PEG-Prom luciferase reporter, overnight;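 active means inhibition of at least 50% at 20 µM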
# * marks the source's active call; other numbers are inactive results; x = not tested or not shown.
SMILES,Shn3 3UTR inh,NR2E3 ag-1,CaV13 ICDI inh,NR2E3 ag-2,H9c2 protect,m5-HT2A agonist,hiPSC survival,PDI turbidity,MITF TRPM1 inh,HIF-2a block,Peg3 promoter
CCOc1ccccc1NC(=O)C(OC(=O)c1cnccn1)c1ccccc1 (stereo unspecified),3,-29,-1,0,-4,0,0.0,-1,-2,4,-12
COC1=CCC2([N+](=O)[O-])CN(CC(=O)O)CC1([N+](=O)[O-])C2 (stereo unspecified),-12,-8,-2,0,0,-2,-1.1,-3,1,18,0
CCCn1cnnc1CNC(=O)C1CCC(=O)N(CCc2cccc(F)c2)C1 (stereo unspecified),9,12,-7,2,3,2,-0.5,5,7,8,7
Cc1ccc2c(c1)COc1c3ccc(C(=O)N[C@@H](C)CO)cc3nn1-2,-161,-83,-6,-3,-6,10,-3.6,1,-76,-288,-286
CC(C)Cc1cc(C(=O)Nc2cc(Br)ccc2O)no1,-92,-12,-5,-2,-24,1,0.0,x,-57,-309,-195
Cc1c2c(nc3ccccc13)CCC(C)C2 (stereo unspecified),-10,-16,-4,3,-4,1,2.6,6,-9,-57,-45
CCOC(=O)c1ccc(S(=O)(=O)NNS(=O)(=O)c2ccc(C)cc2)cc1,11,1,-16,-2,-2,-3,-0.7,18,-3,14,4
CCOc1ccccc1C(=O)N[C@H](C(=O)NNC(=O)c1cccs1)C(C)C,-5,-10,-2,x,3,10,0.1,9,10,1,8
Cc1nonc1CC(=O)N1CCCC(C(=O)c2ccc(Cl)cc2)C1 (stereo unspecified),-11,-16,-5,-3,11,-2,-0.5,4,5,-4,19
CCOC(=O)C1(CCOc2ccccc2)CCN(Cc2ccc(OC)cc2)CC1,46,10,14,0,-16,-4,-0.7,-2,18,8,20

# Next section; it opens with the 2 that closed the last part.
SMILES,Shn3 3UTR inh,NR2E3 ag-1,CaV13 ICDI inh,NR2E3 ag-2,H9c2 protect,m5-HT2A agonist,hiPSC survival,PDI turbidity,MITF TRPM1 inh,HIF-2a block,Peg3 promoter
Cc1nonc1CC(=O)N1CCCC(C(=O)c2ccc(Cl)cc2)C1 (stereo unspecified),-11,-16,-5,-3,11,-2,-0.5,4,5,-4,19
CCOC(=O)C1(CCOc2ccccc2)CCN(Cc2ccc(OC)cc2)CC1,46,10,14,0,-16,-4,-0.7,-2,18,8,20
COc1ccc(CNC(=O)[C@@H]2CC=C[C@@H]3CCN(Cc4ccccc4)C(=O)[C@@H]32)cc1,0,8,-13,3,7,-2,6.0,4,-5,4,5
CC1CCCC(C)N1C(=O)CSc1nc2ccccc2s1 (stereo unspecified),-35,-41,-5,0,2,-3,2.1,-2,-13,-160,-93
FC(F)Oc1ccc(NC(=S)Nn2cnnc2)cc1,-4,-22,0,2,-9,2,-1.6,1,7,7,-2
CC(C)CCOc1cccc(OCC(=O)NC2CCS(=O)(=O)C2)c1 (stereo unspecified),12,-10,-4,2,-1,-1,-0.2,0,6,-4,13
CCn1c(CN2CCN(CCO)CC2)nc2ccccc21,21,-6,-3,7,-4,2,0.1,-4,7,15,3
O=c1c2ccccc2sc2ccc(Cl)cc12,-78,-9,-5,6,-6,1,-1.8,-3,-44,-192,-202
CCc1ccc(-n2c(SCC(=O)N3CCC(C(=O)O)CC3)nnc2-c2ccncc2)cc1,-22,-9,-2,0,6,1,2.8,-2,3,23,11
Cc1ccc(C(=O)Nc2ncccc2O)cc1S(=O)(=O)N1CCCCC1,7,0,-2,0,0,1,-0.4,-6,2,-3,-6
CC(=O)NC(=O)COC(=O)/C=C/c1c(C)nn(Cc2c(Cl)cccc2Cl)c1Cl,-22,-24,-6,2,-7,4,7.5,2,3,-16,-14
Cc1ccc2[nH]c(O)c(N=Nc3nc4ccccc4s3)c2c1,35,3,-4,-3,28,-2,-0.5,-1,22,-98,-20
COc1ccccc1-c1sc2ccccc2c1-c1ccc2c(c1)OCCO2,-14,-11,-11,2,-9,-3,-0.5,-1,-15,-70,-51
O=C(CNC(=O)c1ccco1)NCC(=O)OCc1ccc(Cl)cc1Cl,2,3,-4,4,-3,5,0.4,14,-8,7,0
COc1ccc(N2C(=O)CC(N(CCc3ccccc3)C(=O)/C=C/C(=O)O)C2=O)cc1 (stereo unspecified),-4,-25,5,1,4,5,0.2,6,7,9,-3
CC(=O)N(Cc1cc(=O)[nH]c2ccccc12)c1ccc(C)cc1,-6,-14,-7,1,7,-5,-1.5,-4,-1,20,12
O=C(O)c1ccccc1C(=O)NCc1ccccc1,-11,-22,-5,5,4,-4,-2.3,1,12,3,5
Cn1c(O)c(N=NC(=O)Cc2c[nH]c3ccccc23)c2ccccc21,-1,-34,-6,x,12,5,15,17,3,3,5
COc1ccc(S(=O)(=O)N2CCN(C(=O)[C@H](Cc3ccccc3)NC(=O)c3ccco3)CC2)cc1,8,-4,-6,1,1,6,-0.3,0,2,-7,10
O=C1C(Cl)=C(NCc2ccco2)C(=O)c2ccccc21,-5,1,-10,x,-20,-3,-2.6,-10,94*,-8,-50
COC(=O)C1CN(Cc2ccccc2)C(=O)C1=O (stereo unspecified),-26,-3,-5,x,2,-1,-0.3,2,6,20,-7
CCC(=O)NC1=C(Cl)C(=O)C(NC(=O)CC)=C(Cl)C1=O,17,2,-3,x,-19,12,-0.6,5,23,96*,81*
COC(/C=C/Nc1ccc(Br)cc1)=C(C#N)C#N,-26,4,-7,3,4,2,-0.9,-1,25,4,6
CCN(CC)S(=O)(=O)c1ccc(O)c(C(=O)OCC(=O)Nc2ccc(OC(F)(F)F)cc2)c1,-12,6,-5,5,-27,9,1.8,5,3,20,18
COc1ccc(C2=NN(C(C)=O)C(c3cccs3)C2)cc1OC (stereo unspecified),-11,-21,-5,x,-3,-3,1.3,3,-24,-78,-34
Cc1cccn2cc(CCNS(=O)(=O)c3cccc([N+](=O)[O-])c3)nc12,13,-21,-4,2,-3,0,1.3,-3,4,7,26
Cc1ccccc1-n1c(C)nnc1SCC(=O)NNC(=O)c1ccccc1,20,-8,-3,-1,2,0,-0.8,4,9,-2,11
CCn1c(SCC(=O)O)nnc1-c1ccccc1,-7,-2,x,0,7,-3,-0.8,-4,1,10,0
O=c1c2ccccc2c(-c2ccccc2)nn1Cc1ccc(Cl)cc1,-9,8,-5,-1,0,-11,6.6,-2,-12,-25,-17
CCOC(=O)c1ccc(NC(=O)c2nc[nH]c2C(=O)N(C)Cc2ccccc2)cc1,3,8,-11,-2,24,2,4.4,1,-2,1,-1
CN(Cc1ccccc1)C(=O)[C@H]1CCC(=O)N1Cc1ccco1,-35,-17,-4,x,3,-2,0.2,25,14,14,12
CN(Cc1c(C(=O)N/N=C/c2ccc(O)cc2)nnn1-c1nonc1N)C1CCCCC1,-2,5,-2,2,-3,5,2.9,5,10,-12,1
COC(=O)Cc1c[nH]c2cccc(OCC(O)CN(Cc3ccccc3)C(C)C)c12 (stereo unspecified),26,-19,-4,-2,-4,-4,-1.4,0,7,-10,-19
CCOc1ncccc1C(=O)Nc1ccc2c(c1)OCO2,-3,-20,-7,-3,0,-3,0.0,0,-3,-46,-31
COc1ccc(CCNC(=O)CN2C(=O)COc3ccc(S(=O)(=O)N4CCOCC4)cc32)cc1OC,7,-6,-7,-1,-4,4,0.2,-2,-10,9,0
O=C(O)c1ccc(NC2=C(Cl)C(=O)c3ccccc3C2=O)cc1,95*,3,-7,-4,-17,5,0.1,1,96*,94*,109*
CN(C(=S)SCc1ccccc1)C1CCS(=O)(=O)C1 (stereo unspecified),59,-15,-2,-4,-2,3,-0.4,0,6,-13,-5
COc1ccccc1-c1nnc2sc(COc3ccccc3)nn12,6,3,-4,1,7,-2,1.4,-2,8,18,-10
O=C(O)c1[nH]c2ccc(Cl)cc2c1CC(=O)N1CCN(c2ccccc2)CC1,-3,-6,-3,2,5,8,-0.8,-3,-4,8,15
COc1ccc(C(=O)NC(=S)NCc2ccco2)cc1OC,-5,-13,-6,0,2,1,-1.3,-2,-4,-11,-8
COc1ccc(N2CCN(S(=O)(=O)c3ccc(OC)cc3)CC2)cc1,-22,6,-9,1,0,-4,0.0,-3,5,2,1
COc1cc(/C=C2/NC(=O)N(Cc3ccccc3F)C2=O)ccc1O,27,27,-2,-4,10,0,-1.7,-1,9,7,0
COc1ccc(CCNC(=O)c2cc(=O)c3ccc(C)cc3o2)cc1OC,33,-7,-13,2,5,1,-0.6,8,1,23,11
OC(CNCC1(N2CCCCC2)CCCCC1)COc1ccc(Cl)cc1Cl (stereo unspecified),-39,24,-2,2,-2,5,-0.7,4,-8,1,4
Cc1ccccc1-n1c(C)cc(/C=N/Nc2ccc([N+](=O)[O-])cn2)c1C,-2,-51,x,1,-17,-4,0.9,1,-87,-116,-149
O=C(c1ccccc1Sc1c(Cl)cccc1[N+](=O)[O-])N1CCOCC1,-7,-9,-5,-1,-3,-1,-2.0,-5,9,-2,31
CC(C)NC(=O)CSc1nnc(-c2ccc(C(C)(C)C)cc2)n1C,7,-41,-7,0,-4,4,0.6,-4,-14,-40,-29
COc1cccc(OCCCOc2ccccc2C(C)C)c1,-8,-15,-9,3,-17,0,-2.7,2,7,-4,14
Cc1ccc2[nH]c(C(=O)NN=C3CCCCC3)c(-c3ccccc3)c2c1,-13,9,-8,4,7,-7,0.5,-1,-4,16,13
Cc1ccc(OC(=O)c2sc(Cl)nc2C)cc1C,-10,-1,-5,2,-3,-3,-1.1,10,9,1,19
CN(Cc1cccc([N+](=O)[O-])c1)Cc1cccc2ccccc12,17,-10,-21,x,5,3,1.2,-2,-10,1,4
COc1ccccc1C(=O)Oc1ccc(C(C)C)cc1,-31,7,-9,0,-9,-2,-1.6,-2,-36,-14,-20
CCc1nc2c(OCc3ccc(F)c(F)c3)cccn2c1N(C)C(=O)c1ccc(OC)cc1,4,-12,-6,x,-1,-4,0.2,-3,x,8,10
